# Screening results: PubChem BioAssay, National Center for Advancing Translational Sciences (NCATS)
# ALOX12 inhib: inhibitors of human 12-lipoxygenase (ALOX12) | P18054 | 150,000 tested, 0.12% active | purified 12-hLO, xylenol orange hydroperoxide absorbance | Potency, µM (highest dose often 57.1 µM), for inactives: at the highest dose activity change, negative = inhibition, most hits filed as inhibitors | AID 1452; further: potency means the concentration at half of the fitted maximal effect; nearly all actives have a fitted effect of over 55% in size; many of its hits are not listed in these tables
#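 Hydroperoxide output read as Fe(III)-xylenol orange absorbance, 573-to-405 nm ratio, after 30 min reaction with 40 uM arachidonic acid. Enzyme: 150 nM purified human 12hLO, 15 min compound preincubation; 25 mM Hepes pH 7.0, room temperature.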
# ALOX15B inhib: blocks human 15-lipoxygenase 2 activity. purified 15hLO-2, xylenol orange hydroperoxide absorbance. Potency, µM (titrated, usually from 57.1 µM), inactives show top-dose activity change, negative = inhibition, usual class: inhibitors. 110,000 tested, 0.56% active; further: potency means the concentration at half of the fitted maximal effect; nearly all actives have a fitted effect of over 60% in size; many of its hits are not listed in these tables
#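 Screening format was qHTS against 50 nM purified 15hLO-2 in Hepes pH 7.5 with detergent. Activity follows hydroperoxide formation from 45 uM arachidonic acid, measured as 573:405 nm absorbance ratio of the ferric-xylenol orange complex.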
# PNC inhibitor: inhibitors of perinucleolar compartment assembly; PC3M PTB-GFP, PNC prevalence imaging, 16 h; active compounds read low; activity change (PNC), negative = inhibition, % at 10 µM; 140,000 tested, 3.1% active; AID 2417;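 active means readout at or below -70, meaning at least 70% loss of cells showing the perinucleolar compartment, a nuclear body marking cancer cells; inconclusive means readout between -30 and a set limit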;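 further: plate controls were DMSO wells for no effect and camptothecin positive control wells for full effect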
#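 Read-out is percentage of cells bearing a perinucleolar compartment, from automated 20x imaging of fixed, Hoechst-stained PC3M PTB-GFP cells. Cells were seeded 4 h, then exposed 16 h to compound (23 nl of library stock) in duplicate plates.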
# IMPase inh: membrane-permeable compound that blocks inositol monophosphatase. P97697. CHO-M1 cells, IP1 accumulation, HTRF TR-FRET ratio. inhibition (IP1 accumulation), % at 46.1 µM. 120,000 tested, under 10 active. AID 901; active means well fitted curve in the direction sought with a large enough effect in the signal ratio, not every such curve was filed as active; inconclusive means small, poorly fitted or top-dose-only effect, or a change in a side signal; inactive means no such curve, though single readings can be large or run the other way; the % refers to the signal ratio;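 further: cells stimulated with carbachol in lithium chloride buffer; plate controls were DMSO basal wells for no effect and reference inhibitor wells for full effect; higher means more IMPase inhibition seen as more IP1 and lower FRET ratio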
#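 Carbachol-driven Gq signalling in CHO-M1 cells (2000/well) generates IP1. Compounds that block IMPase raise IP1 and so reduce the FRET signal from Eu-anti-IP1 and d2-IP1 after a 10 min room-temperature lysis.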
# An asterisk follows results filed as active; ? = inconclusive; · = not tested or not shown. Unless noted, the call rests on the fitted dose curve; in most records, active means well fitted curve in the direction sought with a large enough effect; inconclusive means small, poorly fitted or top-dose-only effect, or another doubt; inactive means no such curve, though single readings can be large; an effect the other way counts as inactive or inconclusive. Unless noted, on the % scale 0 is the no-effect control and ±100 the full control effect.
SMILES,ALOX12 inhib,ALOX15B inhib,PNC inhibitor,IMPase inh
CC(=O)N(Cc1ccccc1)c1ncc2c(n1)c(=O)c(C#N)c1ccccn12,-1.8%,-15.0%,33.6,-14.9
CC(CSc1nnnn1-c1ccccc1)Cn1c(N2CCCC2)nc2c1c(=O)[nH]c(=O)n2C (centres undefined),-3.1%,·,24.2,·
Cc1ccc(/C=N/NC(=O)c2ccccn2)s1,-1.5%,·,?,·
CC(C)(C)NC(=O)CN(C(=O)C1CSC(=O)C1)c1ccc2c(c1)OCCO2 (centres undefined),6.1%,-0.1%,?,2.7
CC(=O)Nc1ccc(S(=O)(=O)Oc2ccc(/C=N/NC(=O)c3ccc(Cl)cc3)cc2)cc1,-6.6%,14.0%,37.9,3.0

# In the list so far, 3 contain nitrogen in an aromatic ring.
SMILES,ALOX12 inhib,ALOX15B inhib,PNC inhibitor,IMPase inh
CC(=O)N(Cc1ccccc1)c1ncc2c(n1)c(=O)c(C#N)c1ccccn12,-1.8%,-15.0%,33.6,-14.9
CC(CSc1nnnn1-c1ccccc1)Cn1c(N2CCCC2)nc2c1c(=O)[nH]c(=O)n2C (centres undefined),-3.1%,·,24.2,·
Cc1ccc(/C=N/NC(=O)c2ccccn2)s1,-1.5%,·,?,·

# Quoted at random: 2 entries already listed
SMILES,ALOX12 inhib,ALOX15B inhib,PNC inhibitor,IMPase inh
CC(C)(C)NC(=O)CN(C(=O)C1CSC(=O)C1)c1ccc2c(c1)OCCO2 (centres undefined),6.1%,-0.1%,?,2.7
Cc1ccc(/C=N/NC(=O)c2ccccn2)s1,-1.5%,·,?,·

# Record cards, as listed above. Order of values: ALOX12 inhib | ALOX15B inhib | PNC inhibitor | IMPase inh
# `CC(CSc1nnnn1-c1ccccc1)Cn1c(N2CCCC2)nc2c1c(=O)[nH]c(=O)n2C` (centres undefined) as listed: -3.1% | · | 24.2 | ·
# `CC(=O)N(Cc1ccccc1)c1ncc2c(n1)c(=O)c(C#N)c1ccccn12` as listed: -1.8% | -15.0% | 33.6 | -14.9

# The list is partial; rates above refer to the full screens.
